# TDP1 block = TDP1 (human) enzyme inhibition; Q9NUW8; recombinant TDP1, AlphaScreen DNA substrate cleavage; Potency, µM (series often up to 130 µM), inactives show top-dose activity change, negative = inhibition, actives largely listed as inhibitors; 350,000 compounds, 0.28% hits; AID 485290; also: nearly all actives have a fitted effect of over 40% in size
# Target sequence (Q9NUW8 whole entry, looked up): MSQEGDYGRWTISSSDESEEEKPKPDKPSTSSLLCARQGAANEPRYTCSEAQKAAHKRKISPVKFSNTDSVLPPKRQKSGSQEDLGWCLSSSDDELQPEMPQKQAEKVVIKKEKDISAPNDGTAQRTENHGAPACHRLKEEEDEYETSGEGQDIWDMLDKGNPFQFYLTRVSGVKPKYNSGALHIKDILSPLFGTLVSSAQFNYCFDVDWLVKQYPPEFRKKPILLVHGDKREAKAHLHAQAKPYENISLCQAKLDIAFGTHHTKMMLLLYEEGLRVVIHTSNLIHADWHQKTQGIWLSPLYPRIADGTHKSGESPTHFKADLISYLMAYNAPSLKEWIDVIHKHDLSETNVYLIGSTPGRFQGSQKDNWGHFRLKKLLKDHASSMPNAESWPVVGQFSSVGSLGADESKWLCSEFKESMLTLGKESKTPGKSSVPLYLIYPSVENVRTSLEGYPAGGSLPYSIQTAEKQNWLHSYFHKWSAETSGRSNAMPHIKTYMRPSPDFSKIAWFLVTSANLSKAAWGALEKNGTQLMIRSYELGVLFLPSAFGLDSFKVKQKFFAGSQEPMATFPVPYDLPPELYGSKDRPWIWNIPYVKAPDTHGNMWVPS
#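 Compounds were preincubated with Tdp1 (1 nM final) for 15 min at room temperature before substrate (15 nM final) started a 5 min reaction; beads (10 ug/ml final) were then added for 10 min before AlphaScreen detection.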
# TDP1 cell CPT = DT40-hTDP1 cell growth loss with CPT. Potency, µM (titrated, usually from 46.2 µM), for the others: top-dose activity change, negative = growth inhibition, most hits filed as inhibitors. 420,000 compounds, 12% hits. chicken DT40 Tdp1-/-;hTDP1 cells + 20 nM CPT, ATP luminescence, 48 h; also: nearly all actives have a fitted effect of over 55% in size
#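 Cell growth measured by CellTiter-Glo luminescence after a minimum 48 h, 37 C compound exposure with 20 nM CPT in Tdp1-knockout DT40 cells stably expressing hTDP1, seeded 400/well; qHTS titration format.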
# TDP1 cell noCPT = qHTS for Inhibitors of human tyrosyl-DNA phosphodiesterase 1 (TDP1): qHTS in cells in absence of CPT. 420,000 compounds, 15% hits. DT40 Tdp1-/- hTDP1 cells, no CPT, ATP luminescence, 48 h. Potency, µM (highest dose often 46.2 µM), for the others: top-dose activity change, negative = growth inhibition, actives largely listed as inhibitors. AID 686978, 2013; also: nearly all actives have a fitted effect of over 55% in size
#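 No-CPT arm: Tdp1-/-;hTDP1 DT40 cells (400/well) plus compounds, incubated ≥48 hr at 37 °C. Readout CellTiter-Glo luminescence.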
# * = called active by the depositor; u = inconclusive; x = no result given; & = joins results of further samples; [ ] = dose if it differs, or a comment. Calls follow the shape of the dose curve; as a rule, active = well fitted curve in the direction sought with a large enough effect; inconclusive = small, poorly fitted or top-dose-only effect, or another doubt; inactive = no such curve, though single readings can be large; an effect the other way counts as inactive or inconclusive. % is scaled to controls: 0 for no effect and ±100 for the full control effect; potency is read from the fitted curve at half-maximal effect. Rows were taken by chance. About 18% of those tested had a hit in this group.
no.	SMILES	TDP1 block	TDP1 cell CPT	TDP1 cell noCPT
1	CCNC(=S)Nc1ccc2ncoc2c1	-5.5%	-17.2%	-16.0%
2	CCOc1ccc(S(=O)(=O)NCCCn2ccnc2)cc1	3.2%	u	-17.3%
3	CCn1nnnc1SCC(=O)Nc1ccc(OC)cc1	4.9%	6.2%	-2.1%
4	NC(=O)Cn1c(=O)n(CCCC(=O)NC2CCN(Cc3ccccc3)CC2)c(=O)c2ccccc21	1.8%	-26.2%	u
5	Cc1noc(C)c1NC(=O)Nc1cccc2c1O[C@@H](CN(C)C(=O)Nc1ccc3c(c1)OCO3)[C@@H](C)CN([C@H](C)CO)C2=O	0.0%	u	u
6	Clc1ccccc1-c1ncc2ccccn12	3.6%	1.7%	-13.9%
7	Cc1ccc(CNC(=O)c2cn(C)c3ccc(S(=O)(=O)N4CCOCC4)cc3c2=O)cc1	2.9%&0.0%	u	u
8	Cc1ccc(CNC(=O)c2ccc3oc(=O)n(Cc4ccccc4)c3c2)cc1	6.2%	u	u
9	COc1ccc(C=O)cc1COc1ccc(Cl)cc1[N+](=O)[O-]	0.0%	u	20.6µM*
10	Cc1ccc(OC2CCN(C(=O)C3CCC(=O)N(C4CC4)C3)CC2)cc1 (stereo not given)	1.4%	-3.9%	-3.6%
11	NS(=O)(=O)c1ccc(CCNC(=O)c2ccc(Cn3c(=O)[nH]c4ccccc4c3=O)cc2)cc1	0.0%	0.0%	-0.5%
12	CCN(CC)S(=O)(=O)c1cc(NC(=O)C2CSC3(C)CCC(=O)N23)ccc1C (stereo not given)	-0.5%	u	-29.8%
13	CCn1c(SCc2ccccc2C)nc(=O)c2c(C(=O)OC)cc(C3CC3)nc21	8.1%	11.6µM*	14.6µM*
14	CCCCn1nnnc1C1(C)CCC(=O)N1CCCn1ccnc1 (stereo not given)	x	20.6µM*	16.4µM*
15	Cc1ccc(S(=O)(=O)N2CCCCC2)cc1C(=O)Nc1ccc(S(=O)(=O)Nc2ncccn2)cc1	31.6µM*	2.5%	4.3%
16	O=C(NNC(=O)c1ccc(F)c(S(=O)(=O)N2CCOCC2)c1)c1ccc([N+](=O)[O-])cc1	0.3%	u	u
17	O=C(NC(N1CCOCC1)C(Cl)(Cl)Cl)c1ccccc1Cl (stereo not given)	2.9%	-5.7%	-29.6%
18	O=C(O)c1c2c(nc3ccccc13)/C(=C/c1c(F)cccc1F)CCC2	4.8%	13.9%	-1.9%
19	COc1ccc(NC(=O)Nc2ccc3c(c2)OCO3)c(C)c1	-3.4%	-4.8%	-14.7%
20	CC(=O)c1c(C)[nH]c(C(=O)OCc2nnc(-c3ccccc3)o2)c1C	2.3%	u	13µM*
21	O=C(CSc1nnnn1-c1ccc2c(c1)OCCO2)c1cccc2c1OCCO2	0.0%	-21.8%	-27.1%
22	Cc1ccccc1-n1nnnc1SC(C)C(=O)Nc1ccc(N2CCN(C)CC2)cc1 (stereo not given)	x	u	u
23	COC(=O)CSc1nnc(CNC(=O)c2ccco2)n1-c1ccc(F)cc1	3.1%	-2.9%	-4.9%
24	CC(C)(C)NC(=O)CSc1ncnc2c1cnn2-c1ccccc1	x	u	u
25	CCN(CC)CCCNc1nc2ccccc2[nH]1	3.1%	7.3%	-28.6%
26	Cc1nnc(SCC(=O)Nc2c(Cl)cccc2Cl)n(N)c1=O	0.7%	u	-11.0%
27	CCCS(=O)(=O)NC(=O)C1(C)CCN(C(=O)c2ccccc2OC)C1 (stereo not given)	x	3.1%	2.1%
28	CCOC(=O)c1ccc(NC(=O)c2nccnc2C(=O)O)cc1	3.7%	-9.4%	-8.9%
29	CC(C)Nc1nnc(SC(C)C(=O)Nc2ccc(Cl)cn2)s1 (stereo not given)	-5.1%	12.7%	1.5%
30	CC1COc2ccccc2N1S(=O)(=O)c1ccc(Cl)cc1 (stereo not given)	0.0%	-4.7%	23.1µM*
31	C=CCOc1ccc(CN(C)C(=O)c2ccc(CNS(=O)(=O)c3ccc(C)c(C)c3)cc2)cc1	-0.1%	u	20.6µM*
32	Cc1cc(C)cc(C(=O)NCCc2csc(-c3ccc(C(F)(F)F)cc3)n2)c1	4.4%	u	20.6µM*
33	CCCCCNC(=O)CCc1ccccc1	2.5%	1.0%	-10.1%
34	CN(C)C(CNC(=O)c1ccc(Cl)c(S(=O)(=O)N2CCCCCC2)c1)c1ccccc1 (stereo not given)	1.5%[56.1 µM]	u	u
35	COc1cc(OC)cc(-c2cc3nc(C)c(CCC(=O)Nc4nc(C)cs4)c(C)n3n2)c1	6.6%	18.4µM*	10.3µM*
36	Cc1cc(C(=O)COC(=O)[C@H](C)NC(=O)c2ccco2)c(C)n1Cc1ccco1	5.9%	3.5%	-19.4%
37	COCC1CCN(Cc2cn[nH]c2-c2ccc(OC)cc2F)C1 (stereo not given)	1.2%	-6.1%	-14.7%
38	CC1CCCCC1NC(=O)CCNC(=O)N1CC(=O)Nc2ccccc21 (stereo not given)	1.3%	3.4%	19.6%
39	O=C(Nc1ccccc1C(=O)N/N=C/c1ccco1)c1ccccc1	5.6%	2.3%	-19.4%
40	COc1cc(/C=C/C(=O)OCC(=O)N2CCCC2)cc(OC)c1OC	0.4%	13.9%	5.0%
41	O=C(c1ccco1)N1CCN(C(=O)c2cc3c(s2)-c2ccccc2OC3)CC1	2.6%	-2.0%	-9.3%
42	O=C(CCn1c(=O)oc2ccccc21)NCCN1CCOCC1	x	10.8%	-0.7%
43	CCOC(=O)C1CCCN(c2cc(=O)n(C3CCCCC3)c(=O)[nH]2)C1 (stereo not given)	1.2%	-11.9%	-6.7%
44	OC(Cc1cccc(Br)c1)c1ncc(-c2cccc(C(F)(F)F)c2)[nH]1 (stereo not given)	x	u	16.4µM*
45	O=C(Nc1ccnc(-c2ccncc2)n1)c1ccc(F)cc1	6.0%	-3.6%	-15.9%
46	COC(=O)c1sc(SC)c(S(=O)(=O)C(C)C)c1N/N=C(\C#N)C(=O)c1ccccc1	7.7%	u	u
47	COc1ccc(Cc2c(C3CCCCC3)nc3c(C)cc(Br)cn23)c(C)c1	x	2.59µM*	2.59µM*
48	Cc1cccc(N2CCN(C(=O)Cn3c(=O)[nH]c4ccsc4c3=O)CC2C)c1 (stereo not given)	3.3%	u	u
49	O=C1c2ccc(Oc3ccc([N+](=O)[O-])cc3)cc2C(=O)N1CCO	x	16.5%	0.9%
50	COc1ccc(S(=O)(=O)Nc2cc(C)ccn2)cc1	1.9%	-7.3%	-4.5%

# Molecules above containing a nitro group on carbon, in the order listed:
no.	SMILES	TDP1 block	TDP1 cell CPT	TDP1 cell noCPT
9	COc1ccc(C=O)cc1COc1ccc(Cl)cc1[N+](=O)[O-]	0.0%	u	20.6µM*
16	O=C(NNC(=O)c1ccc(F)c(S(=O)(=O)N2CCOCC2)c1)c1ccc([N+](=O)[O-])cc1	0.3%	u	u
49	O=C1c2ccc(Oc3ccc([N+](=O)[O-])cc3)cc2C(=O)N1CCO	x	16.5%	0.9%

# Look-ups from the results shown:
# TDP1 block, Cc1cccc(N2CCN(C(=O)Cn3c(=O)[nH]c4ccsc4c3=O)CC2C)c1 (stereo not given) = 3.3%
# TDP1 cell noCPT, Cc1cc(C)cc(C(=O)NCCc2csc(-c3ccc(C(F)(F)F)cc3)n2)c1 = 20.6µM*
# TDP1 cell CPT, CC1CCCCC1NC(=O)CCNC(=O)N1CC(=O)Nc2ccccc21 (stereo not given) = 3.4%
# TDP1 block, C=CCOc1ccc(CN(C)C(=O)c2ccc(CNS(=O)(=O)c3ccc(C)c(C)c3)cc2)cc1 = -0.1%
# TDP1 cell noCPT, O=C1c2ccc(Oc3ccc([N+](=O)[O-])cc3)cc2C(=O)N1CCO = 0.9%
# TDP1 cell noCPT, COc1cc(OC)cc(-c2cc3nc(C)c(CCC(=O)Nc4nc(C)cs4)c(C)n3n2)c1 = 10.3µM*

# The results go on.
no.	SMILES	TDP1 block	TDP1 cell CPT	TDP1 cell noCPT
51	Cc1ccc(O)c(C(=O)c2cc(C#N)c(=O)n(CC3CCCO3)c2)c1 (stereo not given)	6.9%	14.6µM*	20.6µM*
52	CCc1ccc(NC(=O)C(=O)NCC(c2cccnc2)N2CCN(c3ccc(F)cc3)CC2)cc1 (stereo not given)	1.3%	u	3.66µM*
53	CC(C)NC(=O)C1CC=CCC1C(=O)O (stereo not given)	0.0%	-2.1%	-21.6%
54	S=c1[nH]nc(-c2ccccc2)n1CC1CCCO1 (stereo not given)	10.2%	-0.2%	-2.3%
55	COC(=O)c1cc(OC)c(OC)cc1NC(=O)C(C)c1ccc([N+](=O)[O-])cc1 (stereo not given)	0.6%	u	u
56	CCCc1cc2c(=O)n(NC(=O)c3nn(C)cc3[N+](=O)[O-])c(C)nc2s1	4.7%	4.8%	-26.7%
57	COc1ccc(OCCCCN2CCC(C)CC2)cc1	x	-3.6%	-0.6%
58	COc1ccc(OCCn2nnc(-c3ccc(Cl)cc3)n2)cc1	2.6%	-13.8%	-20.0%
59	COc1ccc(CNS(=O)(=O)CCNCc2ccccc2OC)cc1	x	-15.7%	-25.3%
60	CN(C)c1ccc(/C=N/NC(=O)c2cnc3ccccc3c2)cc1	x	-2.7%	-20.8%
61	O=C(c1nc2ccccn2c1CNCCCn1cccn1)N1CCCC1	2.7%	9.7%	-16.8%
62	CN(C)c1nc(SCCOC(=O)c2ccccc2)nc(N(C)C)n1	u	-22.6%	-0.3%
63	O=C(COC(=O)c1ccccc1NC(=O)c1ccco1)NC1CCCCC1	6.8%	-4.4%	-11.0%
64	Cc1ccc(S(=O)(=O)c2nc(S(C)(=O)=O)sc2N(C)C)cc1	0.0%	-9.0%	-8.6%
65	CC(=O)CCc1oc2ccc(C)cc2c1Cc1ccccc1	x	15.1%	u
66	CC(C)c1ccc(NC(=O)NCc2cccnc2)cc1	3.4%	-24.7%	-10.7%
67	O=C(c1n[nH]c(=O)c2ccccc12)N1CCN(S(=O)(=O)c2ccccc2Cl)CC1	3.2%	u	u
68	Cc1cc(C)c(N(C(=O)c2csnn2)C(C(=O)NC(C)(C)C)c2ccncc2)c(C)c1 (stereo not given)	0.0%	14.9%	5.0%
69	Cc1ccc(NC(=O)Nc2nnc(N(C)C3CCCCC3)s2)c(Cl)c1	5.7%	16.4µM*	u
70	Cc1ccc(C)c(NC(=O)c2ccc(S(=O)(=O)C(F)F)cc2)c1	-2.6%	3.6%	-20.4%
71	CCCCc1ncc(CN2CCC(n3nccc3NC(=O)c3ccccc3OC)CC2)[nH]1	2.0%	u	14.6µM*
72	COc1ccc(CNC(=O)CCS(=O)(=O)c2cc3c4c(c2)CCN4C(=O)CC3)cc1OC	5.3%	-3.7%	2.7%
73	O=C(Nc1nnc(S(=O)(=O)N2CCCCCC2)s1)c1ccccc1Cl	13.0%	u	-26.6%&-15.0%
74	N#CCCN(C(=O)COC(=O)Cc1ccc(Br)cc1)c1ccccc1	4.6%	0.9%	3.7%
75	O=C(/C=C/c1ccccc1)OCC(=O)N1CCN(c2ccccc2)CC1	-8.4%	2.5%	-6.4%
76	CN(C)c1ccc(CNC(=O)Cn2ccc3cc(S(=O)(=O)N4CCCCCC4)ccc32)cc1	5.6%	u	5.8µM*
77	Cc1nnc(SCC(=O)NCc2ccc3c(c2)OCO3)n1C	-1.2%	-10.5%	-20.3%
78	C[C@H](CO)N1C[C@H](C)[C@@H](CN(C)S(=O)(=O)c2ccc(F)cc2)Oc2ccc(NC(=O)CCC(F)(F)F)cc2C1=O	1.0%	u	-26.2%
79	O=S(=O)(Nc1ccc2c(c1)nc1n2CCOC1)c1ccc(Cl)cc1	1.9%	u	13µM*
80	COc1ccc(NC(=O)C(C)NS(=O)(=O)c2ccccc2)cc1Cl (stereo not given)	0.0%	-0.8%	-22.7%
81	Cc1c(NC(=O)COC(=O)/C=C/c2cccc(F)c2)c(=O)n(-c2ccccc2)n1C	x	-21.7%	-19.5%
82	CCCCn1c(N)c(N(CC(C)C)C(=O)CC(NC(=O)c2ccccc2Cl)c2ccccc2)c(=O)[nH]c1=O (stereo not given)	x	-17.4%	-36.2%
83	Cc1ccc(-c2nnn(CC(=O)NCCc3ccc4c(c3)OCO4)n2)cc1	-1.2%	12.7%	-11.2%
84	COC(=O)C1=C(C)N(c2cccc3ccccc23)C(=O)C1	4.3%	u	u
85	COC(=O)c1ccccc1NC(=O)Cn1nnc(-c2ccc3c(c2)OCO3)n1	-3.5%	-0.4%	-22.7%
86	CC(=O)C1C(c2ccc(C)cc2)c2c(noc2C)CC1(C)O (stereo not given)	-2.6%	3.1%	-4.1%
87	O=C1c2ccccc2C(=O)N1CCCn1c2ccc(Cl)cc2c2nc3ccccc3nc21	x	-1.0%	-13.6%
88	Brc1ccccc1-c1nnc(CSc2nncn2-c2ccccc2)o1	5.2%	-14.3%	-28.8%
89	C#CCN(C#N)c1nc(NCC)nc(NC(C)C)n1	3.3%	-10.9%	-11.2%
90	CC1CCc2sc3ncnc(N4CCOCC4)c3c2C1 (stereo not given)	4.8%	u	u
91	O=C(O)CCN1CCc2ccccc21	x	-1.2%	-10.8%
92	CCCSCCCNC(=O)c1ccc2nc(Cc3ccccc3)oc2c1	3.0%	-28.3%	-20.7%

# Screening results (PubChem)
